High-throughput results: PubChem, several laboratories
TRPML3 ag: human TRPML3 channel agonists, primary screen, cell-based, HEK293 TRPML3-YFP, Fluo-8 calcium fluorescence, 3 µM; Mucolipin-3 (Homo sapiens), Q8TDD5; 100% = the carbachol control signal; activation, % at 3 µM; hit rate 0.29% among 220,000; AID 1448, 2008;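 active = activation above its plate's cutoff, the mean activation of the plate's test wells plus 3 SD, cut at about 12% in these data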;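 also: 0% = DMSO only wells and 100% = carbachol wells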
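system = HEK293 cells stably carrying human TRPML3-YFP | doses = one concentration, 3 µM nominal, 0.3% DMSO | timing = dye loading 1 h 37 °C then 30 min ambient, 125 s read | detection = Fluo-8 calcium dye fluorescence, ex 470-495, em 515-575 nm | benchmarks = high control carbachol 87 µM, low control DMSO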
PPC-1+TRAIL kill: compounds killing PPC-1 cancer cells with TRAIL present, primary screen, TRAIL potentiator project, ATPLite luminescence, uHTS. cell killing (% activity), % at 4 µM. hit rate 0.41% among 220,000. PPC-1 cells + TRAIL, ATPLite viability luminescence;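 active = cell killing above 50% in the first pass at 4 µM, then a duplicate retest at 5 µM averaging 50% or more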;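 also: plate controls were cells with TRAIL plus DMSO for no effect and medium-only wells lacking cells for full effect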
EP2 modulator: EP2 receptor modulators, cAMP readout, primary screen, cell-based, HTRF cAMP, PGE2 stimulation; induction, % at 25 µM; EP2-expressing cells, cAMP HTRF FRET, PGE2 co-stimulation; hit rate 0.83% among 260,000;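 active = compounds whose cAMP rise, as percent of the full-agonist control response, exceeds 60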;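 also: rat C6 glioma line stably carrying human EP2 under a CMV promoter; the protocol text gives 20 µM as final concentration; 100% = response of wells given 1 µM PGE2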
Target sequence (P43116 whole entry, looked up): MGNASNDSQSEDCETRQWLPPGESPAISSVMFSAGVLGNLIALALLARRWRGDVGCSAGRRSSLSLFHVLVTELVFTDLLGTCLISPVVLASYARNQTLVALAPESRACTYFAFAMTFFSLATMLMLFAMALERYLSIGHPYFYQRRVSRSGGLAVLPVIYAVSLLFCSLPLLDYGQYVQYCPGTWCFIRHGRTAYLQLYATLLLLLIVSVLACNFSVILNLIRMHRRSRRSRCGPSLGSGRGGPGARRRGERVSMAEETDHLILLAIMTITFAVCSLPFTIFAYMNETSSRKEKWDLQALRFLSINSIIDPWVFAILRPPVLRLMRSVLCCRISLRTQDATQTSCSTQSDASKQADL
NPY-Y1 PAM-ag: NPY-Y1 receptor potentiators or agonists, primary screen, cell-based. NPY-Y1 expressing cells, potentiator/agonist activation. activation, % at 3.6 µM. AID 1304, 2008. hit rate 0.37% among 220,000; in the data active = activation above about 33%, passing the limit was not always enough;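 also: cells stimulated with NPY at EC10 then isoproterenol at EC100; 0% = low agonist plus stimulus and 100% = saturating agonist plus stimulus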
Target sequence (P25929 whole entry, looked up): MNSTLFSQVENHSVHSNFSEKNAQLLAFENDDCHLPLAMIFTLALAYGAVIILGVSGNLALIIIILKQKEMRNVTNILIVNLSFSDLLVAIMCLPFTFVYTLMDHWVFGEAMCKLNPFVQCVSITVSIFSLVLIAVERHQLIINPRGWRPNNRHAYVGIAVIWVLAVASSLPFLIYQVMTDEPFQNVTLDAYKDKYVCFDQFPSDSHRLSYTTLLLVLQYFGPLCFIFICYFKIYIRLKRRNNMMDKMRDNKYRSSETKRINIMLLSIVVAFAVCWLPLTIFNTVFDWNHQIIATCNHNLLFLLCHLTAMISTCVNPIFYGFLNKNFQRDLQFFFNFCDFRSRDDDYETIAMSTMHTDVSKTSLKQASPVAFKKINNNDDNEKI
NPY-Y1 antag: NPY-Y1 receptor antagonists, primary screen, cell-based; Neuropeptide Y receptor type 1 (Homo sapiens), P25929; HEK293-CNG Y1 cells, membrane potential fluorescence; NPY at EC95, then isoproterenol; inhibition, % at 3.6 µM; hit rate 1% among 200,000; AID 1040, 2008;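 active = inhibition above the campaign mean inhibition of all tested compounds plus 3 SD, cut at about 20% in these data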;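 also: 0% = DMSO wells given NPY plus isoproterenol and 100% = isoproterenol alone without NPY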
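Material: Y1- and CNG-channel-expressing HEK293 cells / Probe or stimulus: NPY 25 nM then isoproterenol 1 µM plus Ro 20-1724 25 µM / Doses: 3.6 µM single dose, DMSO 0.4% / Schedule: compound incubation 1 h at room temperature, readout 45 min post-stimulation / Signal: membrane potential fluorescence / Benchmarks: isoproterenol-only wells as full block versus NPY-plus-isoproterenol wells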
14-3-3 Bad PPI: inhibitors of 14-3-3 zeta/Bad binding, primary screen, biochemical, TR-FRET, bovine 14-3-3 zeta. TR-FRET 14-3-3zeta/Dy647-pBad peptide displacement, 1 h. hit rate 0.71% among 220,000. inhibition, % at 21.7 µM;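 active = inhibition above about 70%, limit read from the data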;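 also: 0% = full 14-3-3 plus peptide FRET controls and 100% = background without 14-3-3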
Target sequence (P63103 whole entry, looked up): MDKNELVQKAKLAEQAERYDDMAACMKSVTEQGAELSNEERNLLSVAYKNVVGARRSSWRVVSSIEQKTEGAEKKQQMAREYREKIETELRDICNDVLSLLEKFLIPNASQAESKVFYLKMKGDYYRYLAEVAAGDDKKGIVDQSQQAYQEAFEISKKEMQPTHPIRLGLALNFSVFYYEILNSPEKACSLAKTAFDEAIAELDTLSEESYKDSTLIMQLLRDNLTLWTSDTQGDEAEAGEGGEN
PGE2 EP2 inh: human EP2 receptor antagonists, primary screen, TR-FRET cAMP, C6 glioma cells; Prostaglandin E2 receptor EP2 subtype (Homo sapiens), P43116; C6 glioma cells expressing human EP2; cells stimulated with saturating PGE2; inhibition, % at 25 µM; hit rate 0.52% among 260,000;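 active = percent inhibition above 40 after rounding to a whole number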;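 also: rat C6 glioma host cells with rolipram phosphodiesterase inhibitor present; the protocol text gives 20 µM as final concentration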
CHOP inh: inhibitors of CHOP promoter induction, primary screen, cell-based, unfolded protein response, luciferase reporter; CHO-K1 CHOP-promoter luciferase, tunicamycin-induced, 15-18 h; inhibition, % at 10 µM; hit rate 3.8% among 220,000; AID 2732, 2010;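 active = compounds that reduced the stress-induced luciferase reporter signal by more than about 70% of percent inhibition, limit read from the data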;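 also: 0% = tunicamycin plus vehicle and 100% = wells without tunicamycin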
zfTRPN1 agonist: zebrafish TRPN1 channel agonists, primary screen, cell-based, HEK293, calcium fluorescence | transient receptor potential cation channel N1 (TRPN1/NompC), Danio rerio | activation, % at 3 µM | HEK293 zebrafish TRPN1-YFP, Fluo-8 calcium fluorescence; 100% = response to 87 µM carbachol | hit rate 0.18% among 220,000 | AID 1424, 2008;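 active = activation above its plate's cutoff, the mean activation of test wells on that plate plus 3 SD, cut at about 19% in these data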;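 also: 0% = DMSO alone and 100% = 87 µM carbachol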
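Material: zebrafish TRPN1-YFP in HEK293 cells; Doses: single test compound dose, 3 µM nominal, 0.3% DMSO; Timing: dye loading 1 h at 37 °C, then 30 min room temperature; Technique: intracellular calcium fluorescence with Fluo-8; Benchmarks: high carbachol 87 µM, low DMSO alone.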
* marks the source's active call; other numbers are inactive results; . = no result given; & = joins results of further samples; [ ] = another dose, or the depositor's remark.

canonical_smiles	TRPML3 ag	PPC-1+TRAIL kill	EP2 modulator	NPY-Y1 PAM-ag	NPY-Y1 antag	14-3-3 Bad PPI	PGE2 EP2 inh	CHOP inh	zfTRPN1 agonist
O=C(O)COc1ccc(/C=C2\SC(=Nc3ccccc3)N(c3ccccc3)C2=O)cc1	0.8	21	17	13	-1	-2	7	-14	1.0
Cc1nn(C)c(C)c1NC(=O)c1cnn2c(C(F)F)cc(-c3ccccc3)nc12	0.8	.	-20&-40	8	-2	-1	8&1	1	0.2
N/C(Cc1ccc(Cl)cc1)=N\OC(=O)C1CCCCC1	0.9	-9	-37	-3	-4	7	5	6	0.7
CC1CCCC(NC(=O)COC(=O)c2ccccc2[N+](=O)[O-])C1C (configuration not stated)	0.1	-15	-48	-12	-5	1	15	-6	-0.3
CCOC(=O)CSc1nc2cc(C)cc(C)c2cc1C#N	1.0	-3	31	-17	-1	6[fluorescence artefact?]	5	14	-0.2
Cc1cc2cc(CNC(=O)NC3CCCCC3)ccc2n1C	0.5	12	-8	14	-1	7[fluorescence artefact?]	8	37	1.2
O=[N+]([O-])c1ccc(OCC(O)CN2CCN(c3ccccc3F)CC2)cc1 (configuration not stated)	0.1	6	6	-14	6	-1	5	18	0.3
NS(=O)(=O)c1ccc(CCNC(=O)CCC2COc3ccccc3O2)cc1 (configuration not stated)	0.8	15	-6	-23	-4	-8[fluorescence artefact?]	10	23	-1.1
CCCOc1ccc(/C=N/O)cc1	-0.7	16	2	13	-3	3	9	39	-1.9
COc1cc2c(cc1OC)C(c1ccccc1)N(S(C)(=O)=O)CC2 (configuration not stated)	0.4	12	35	-2	5	-9	8	41	-0.8
Cc1nc(NC(=O)c2ccccc2)sc1C1(C)CC(c2ccccc2F)=NO1 (configuration not stated)	.	22	-4	.	.	1	19	30	.
O=C(Nc1cc(S(=O)(=O)N2CCCCC2)ccc1N1CCCCC1)c1ccncc1	-0.8	11	24	19	.	1	3	-8	-0.7
Cc1cc(CNC(=O)CCc2nnc(CCCc3ccccc3)o2)nn1C	0.6	0	-4	-13	2	-1	6	-26	1.7
CCOC(=O)N1CCN(C(=O)CN(C2CCCCC2)S(=O)(=O)c2ccc(C)cc2)CC1	0.8	10	17	-35	-4	5	-5	10	-1.3
O=C(C1CCN(S(=O)(=O)c2cnc[nH]2)CC1)N1CCc2ccccc2C1	-0.2	22	11	4	0	-1[fluorescence artefact?]	11	11	-0.3
COc1cc(NCCC(=O)c2cccs2)c(OC)cc1Cl	-0.5	-11	18	5	0	0	2	13	-2.5
CCOc1ccc(-c2noc(-c3cccnc3)n2)cc1OC	0.1	14	-2	12	-6	-21[fluorescence artefact?]	.	-16	1.0
NC(=O)/C(=C/c1ccco1)NC(=O)/C=C/c1ccccc1	0.3	-4	3	22	-1	-11	9	-12	-0.3
COc1ccc(NC(=O)O/N=C/c2ccncc2)cc1	1.3	.	5	13	-3	-6	6	-6	1.6
O=[N+]([O-])c1cc2c(c(CSc3nnc(Nc4ccccc4)s3)c1)OCOC2	1.1	-8	-11	-4	-5	-2	8	59	0.6
O=C(CN1CCN(Cc2ccccc2)CC1)NC(=O)NC1CCCCC1	0.7	-8	28	14	2	-2	9	15	0.5
COCc1[nH][nH]c(=O)c1C=NCC(=O)OC	1.2	-12	5	7	-1	-6	3	4	1.9
Nc1ccc(Oc2cccc(Oc3ccc(N)cc3)c2)cc1	1.6	22	-37	6	2	-16	7	88*	2.3
CCCNS(=O)(=O)c1cccc2cccnc12	.	-2	7	.	.	-6[fluorescence artefact?]	16	6	.
CCOC(=O)c1sc(=S)n(C)c1C	0.4	23	-6	-5	8	-3	8	-11	-0.3
O=C(COC(=O)CCC1CCCC1)Nc1ccc(Cl)cc1F	-0.2	2	24	-5	-5	-5	7	63	0.2
CCC(C)N1CC(O)=C(c2nc3ccccc3[nH]2)C1=N (configuration not stated)	0.2	-9	-34	-12	8	7	.	-23	0.4
COc1ccc(/C=N/NC(=O)c2cc(-c3cccnc3)nc3ccccc23)c(OC)c1	1.0	12	-27	-21	-1	-14	6	-6	0.7
CCn1c(N)c(C(=O)NCc2ccco2)sc1=S	0.2	17	.	5	8	.	22	.	-0.6
Cc1cccc(N2CCCn3c2nc2c3c(=O)n(CCN3CCOCC3)c(=O)n2C)c1	-0.4	14	-13	-7	-4	-16	28	40	-0.2
CCC(=O)c1ccc(OCCN2CCOCC2)cc1	1.2	30	19	-15	-4	2	3	18	1.0
CC(=O)Nc1c(Cl)cc([N+](=O)[O-])c2ccccc12	1.1	18	13	-13	6	4[fluorescence artefact?]	5	18	1.4
CN(C)c1ccnc(Nc2ccc(O)cc2)c1C#N	0.2	-3	-3	3	3	0	5	-14	0.4
CN(C)c1ccc(-c2nn3c(-c4ccc(Cl)cc4Cl)nnc3s2)cc1	0.2	28	11	0	0	67[fluorescence artefact?]	.	.	-0.6
Cc1cc(C(=O)NNC(=S)NCC(C)C)no1	0.1	-5	6	1	-1	-13[fluorescence artefact?]	7	19	1.3
O=C(CCCOc1ccccc1)NC1CCCc2ccccc21 (configuration not stated)	0.3	25	-22	-37	4	-10	9	24	-2.2
COc1ccccc1-c1nnc(SCC(=O)O)n1-c1ccccc1	1.0	-6	1	13	-1	-4	7	10	-0.3
CCOC(=O)CSc1nc2c(c(-c3ccc(C)o3)c1C#N)CCCC2	-0.5	-24	38	-3	7	10	5	38	-0.6
Cc1ccc(C(=O)N[C@H](C(=O)OCc2cc(=O)oc3cc(C)ccc23)C(C)C)cc1	0.4	-12	4	-21	2	7[fluorescence artefact?]	7	19	-0.8
CCOCC(=O)Nc1cc(C)on1	1.7	.	-3	-17	3	0	7	-11	0.1
Cc1cc(C)c(S(=O)(=O)c2ccccc2)c(OC(=O)c2c(F)cccc2Cl)n1	0.1	14	-13	20	-5	38[fluorescence artefact?]	22	6	-0.1
Cc1cccc(N2C(=O)CC(SC(=Nc3ccccc3)Nc3ccccc3)C2=O)c1 (configuration not stated)	0.7	5	-1	28	-5	5	12	69	1.6
Cc1ccc(C(=O)NCCCn2ccnc2)o1	0.7	10	-12	-3	3	0[fluorescence artefact?]	6	22	1.5
CC(=O)NCc1ccc(C(=O)O)cc1	1.0	44	-12	-10	.	-1	6	-3	-1.6
CS(=O)(=O)Nc1cccc(-c2cn3ccccc3n2)c1	0.2	5	-16	4	3	-1	4	16	-0.1
CCN(CCO)c1ccc(NC(=S)Nc2cccc(S(=O)(=O)N(C)C)c2)cc1	1.3	17	-37	0	-2	-30	5	-8	0.9
O=C(/C=C/c1ccco1)N1CCC(Cc2ccccc2)CC1	0.3	19	-55	-3	1	11	2	-8	0.5
CCSc1nc2ccccc2c(=O)n1Cc1ccc(F)cc1	0.8	17	65*	-11	10	-10	7	26	-2.0
COc1ccc(C(=O)NCC(=O)N/N=C(\C)c2ccco2)cc1OC	0.3	-9	-6	9	.	-1	7	-4	0.7
NC(=S)Nc1cccc2cn[nH]c12	0.6	34	15	1	0	5	4	10	1.3

Remaining list, next part
canonical_smiles	TRPML3 ag	PPC-1+TRAIL kill	EP2 modulator	NPY-Y1 PAM-ag	NPY-Y1 antag	14-3-3 Bad PPI	PGE2 EP2 inh	CHOP inh	zfTRPN1 agonist
O=C(CNC(=O)c1ccc(S(=O)(=O)N2CCCC2)cc1)N/N=C/c1ccc(Cl)cc1Cl	0.8	23	-22	15	-1	-1	-1	45	-1.5
COCCCNC(=S)NC1CCCCC1	0.8	13	5	-12	-1	-3[fluorescence artefact?]	7	1	0.0
CC(=O)c1cccc(CN2CCN(CCc3ccccc3)C(CCO)C2)c1 (configuration not stated)	0.0	14	-7	0	-2	0	4	1	-0.3
O=C1CNC(=O)N1CC(=O)N1CCCc2ccccc21	0.6	8	17	-2	5	0	8	35	-1.3
CN(C)CCSc1nc(-c2ccccc2)nc2c1COC(C)(C)C2	1.2	-8	6	-30	20	-8[fluorescence artefact?]	3	28	1.0
COc1ccc(C(C(=O)NCC2CCCO2)N(C(=O)CNC(=O)c2cccs2)c2ccc(C(C)=O)cc2)cc1OC (configuration not stated)	1.0	15	-17	11	1	-3	5	-10	1.4
Cc1ccnc(NS(=O)(=O)c2ccc(NC(=O)C3C4C=CC(C4)C3C(=O)O)cc2)n1 (configuration not stated)	1.0	9	2	7	0	5	7	-1	-0.1
c1ccc(-c2csc3ncnc(NCCCN4CCOCC4)c23)cc1	0.8	24	0	-9	9	-1[fluorescence artefact?]	0	6	1.3
CCC(C)C1=CC(=Nc2c(C)n(C)n(-c3ccccc3)c2=O)C=C(C(C)CC)C1=O (configuration not stated)	0.1	28	42	4	0	-5	10	64	-0.8
Cc1cc(C)nc(SCC(=O)N/N=C\c2sccc2C)n1	0.8	15	16	8	1	-19	9	14	-0.3
Cc1cc(C)cc(Oc2ccc(-c3nnc(-c4ccccc4)o3)cc2[N+](=O)[O-])c1	0.8	21	35	-8	0	-1	8	12	1.8
CCCCN(C)S(=O)(=O)c1cc(Br)cc2c1N(C(=O)C1CC1)CC2	-0.8	22	20	-18	0	1	5	-6	-0.3
CC(/C=C/c1ccccc1)=N\NC(=O)c1ccncc1	0.8	20	-19	-15	-2	-10	10	30	0.5
Fc1cccc(-n2ncc(-c3nnnn3-c3ccccc3)c2C(F)(F)F)c1	-0.4	10	-27	-14	0	6	6	30	-0.6
COC(=O)c1sc(-c2ccc(Cl)cc2)cc1NC(=O)COCC(=O)O	2.4	-41	1	2	.	9	13	21	3.5
O=C(CNCCN1CCOCC1)Nc1ccccc1Sc1ccccc1	0.5	-6	0	7	-2	18	9	-4	0.0
OC1CCCN(Cc2ccccc2)C1 (configuration not stated)	0.3	11	-7	-1	4	9[fluorescence artefact?]	25	19	-0.6
CNNC(=S)Nc1ccc(Cl)cc1	0.0	19	-15	10	.	-8	10	10	-0.5

The list is partial. The share of hits here may be higher or lower than overall.
